Pol eta inh: DNA polymerase eta (human) inhibition | recombinant Pol eta, fluorescent DNA replication assay | Q9Y253 | AID 588591 | Potency, µM (top dose mostly 114 µM), without a hit: at the highest dose activity change, negative = inhibition, most hits filed as inhibitors | actives 1.2% (n = 390,000); also: potency is read from the fitted curve at half-maximal effect; % is scaled to controls: 0 for no effect and ±100 for the full control effect
Target sequence (Q9Y253 whole entry, looked up): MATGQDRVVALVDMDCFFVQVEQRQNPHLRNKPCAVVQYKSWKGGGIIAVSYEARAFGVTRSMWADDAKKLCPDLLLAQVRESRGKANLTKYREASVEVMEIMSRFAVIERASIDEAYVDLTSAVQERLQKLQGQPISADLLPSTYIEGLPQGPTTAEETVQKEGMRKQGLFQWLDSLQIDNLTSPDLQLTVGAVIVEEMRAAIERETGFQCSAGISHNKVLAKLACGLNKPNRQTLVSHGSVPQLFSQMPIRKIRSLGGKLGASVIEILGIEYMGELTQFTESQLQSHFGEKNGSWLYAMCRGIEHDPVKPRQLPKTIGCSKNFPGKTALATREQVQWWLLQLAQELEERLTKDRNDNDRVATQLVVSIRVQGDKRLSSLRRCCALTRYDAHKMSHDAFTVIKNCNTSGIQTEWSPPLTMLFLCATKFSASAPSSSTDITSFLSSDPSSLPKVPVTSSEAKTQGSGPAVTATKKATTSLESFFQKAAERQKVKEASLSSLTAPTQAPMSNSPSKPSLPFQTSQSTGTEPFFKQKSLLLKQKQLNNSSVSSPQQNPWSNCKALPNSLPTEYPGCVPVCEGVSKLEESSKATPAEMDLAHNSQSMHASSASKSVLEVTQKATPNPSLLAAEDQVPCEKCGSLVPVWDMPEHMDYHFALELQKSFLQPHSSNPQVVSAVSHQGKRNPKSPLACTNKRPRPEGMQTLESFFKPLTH
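Fluorescent replication assay: 50 nM final substrate added after a 15 min room-temperature compound preincubation with 10 nM enzyme. Signal taken at 0 min and again at 10 min.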
12-LOX inh: blocks human arachidonate 12S-lipoxygenase; purified 12hLO, xylenol orange hydroperoxide absorbance; actives 1.1% (n = 580,000); AID 1671190; Potency, µM (top dose mostly 108 µM), for the others: top-dose activity change, negative = inhibition, hits mostly inhibitors; P18054; also: potency is read from the fitted curve at half-maximal effect; % is scaled to controls: 0 for no effect and ±100 for the full control effect
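Hydroperoxide product was detected by ferrous iron/xylenol orange as the 573 to 405 nm absorbance ratio. Arachidonic acid at 40 uM (final) was turned over for 30 min at room temperature by 150 nM human 12hLO, pH 7.0 Hepes buffer, after 15 min compound preincubation.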
ERG-DNA inh: blocks human ERG Ets domain binding to DNA. P11308. actives 0.028% (n = 370,000). AID 624246. Potency, µM (doses to about 76.9 µM), inactives show at the highest dose FP activity, negative = inhibition, actives largely listed as inhibitors. fluorescence polarization, His-ERG Ets domain / labelled DNA; active = well fitted inhibition curve with a large enough effect in the polarisation, with a control signal flat; inconclusive = small, poorly fitted or top-dose-only effect, or effect the other way, or a change in a side signal; inactive = no such curve, though single readings can be large or run the other way; the % refers to the polarisation;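 also: polarization taken with two DNA probes labelled with fluorescein and Texas red; potency is read from the fitted curve at half-maximal effect; % of control where 0% means no effect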
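His-tagged ERG Ets domain (1 uM in the protein solution; 300mM KCl, 50mM Tris-HCl, 1mM EDTA, 1mM DTT, pH 7.5) received compound, then a probe mix of 5 nM fluorescein-DNA and 100nM Texas-615-DNA. Fluorescence polarization was read for both dyes.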
POLK inh: inhibitors of human DNA polymerase kappa; purified Pol kappa, fluorescent DNA synthesis assay, 10 min; Potency, µM (top dose mostly 107 µM), for inactives: top-dose activity, negative = inhibition, hits mostly inhibitors; actives 0.53% (n = 400,000); Q9UBT6; also: potency is read from the fitted curve at half-maximal effect; % is scaled to controls: 0 for no effect and ±100 for the full control effect
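10 nM Pol kappa preincubated 15 min at room temperature with compounds, then reaction started with substrate at 50 nM final. Fluorescence read kinetically at 0 and 10 min; buffer-only wells served as negative control.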
RGS4 inh: inhibitors of human regulator of G protein signaling 4. actives 0.039% (n = 390,000). AID 504845. Potency, µM (highest dose often 114 µM), for inactives: top-dose activity change, negative = inhibition, hits mostly inhibitors. P49798. Transcreener GDP fluorescence polarization, RGS4-accelerated GTP hydrolysis; also: potency is read from the fitted curve at half-maximal effect; % is scaled to controls: 0 for no effect and ±100 for the full control effect; nearly all actives have a fitted effect of over 75% in size; some results filed as inactive show a strong effect at the top dose
Target sequence (P49798 whole entry, looked up): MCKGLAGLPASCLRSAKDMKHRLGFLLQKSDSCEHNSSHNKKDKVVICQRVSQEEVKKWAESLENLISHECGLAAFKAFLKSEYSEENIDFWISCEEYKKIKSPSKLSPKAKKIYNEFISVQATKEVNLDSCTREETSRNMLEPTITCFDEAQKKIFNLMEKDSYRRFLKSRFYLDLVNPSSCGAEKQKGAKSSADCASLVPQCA
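MLSMR compounds (23 nl, pin-transferred) preincubated 10 min at room temperature with a 500nM (2x) first reagent, then RGS4 at 900nM (2x) plus Transcreener GDP mix added; fluorescence polarization (620/688 nm) read before and after 90 min at 30 °C.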
Apoferritin bind: binds horse apoferritin like a general anesthetic; P02791; apoferritin/1-aminoanthracene competitive binding, fluorescence; Potency, µM (titrated, usually from 77.5 µM), for the others: at the top dose activity change, negative = displacement, actives largely listed as inhibitors; actives 0.074% (n = 350,000); AID 485281; also: potency is read from the fitted curve at half-maximal effect; % is scaled to controls: 0 for no effect and ±100 for the full control effect; nearly all actives have a fitted effect of over 20% in size
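Horse-spleen apoferritin (10 uM) in 50% saturated 1-aminoanthracene in PBS was incubated 10 min at room temperature with compound. Fluorescence (ex 380, em 535 nm) was normalized to free and bound 1-AMA, with concentration-response fitted by a four-parameter Hill equation.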
APE1 inh: inhibitors of human APE1 endonuclease | P27695 | recombinant APE1, TAMRA/BHQ-2 abasic DNA cleavage fluorescence | Potency, µM (titrated, usually from 65.8 µM), for the others: at the top dose activity change, negative = inhibition, actives largely listed as inhibitors | actives 0.35% (n = 350,000);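 also: potency is read from the fitted curve at half-maximal effect; plate controls were vehicle for no effect and reference inhibitor for full effect; nearly all actives have a fitted effect of over 55% in size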
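Readout is kinetic fluorescence (ex 525, em 598 nm) from cleavage of 50 nM TAMRA/BHQ-2 THF abasic duplex by 0.75 nM APE1, compound added 15 min beforehand at RT.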
LDHA block: blocks human lactate dehydrogenase A; actives 0.15% (n = 480,000); AID 1347041; purified LDHA, NADH/diaphorase-resazurin fluorescence; active compounds read low; activity change, % (values are at about 110 or 230 µM); P00338; in the data active = activity change below about -30%; inconclusive = mostly about -25% to -30%;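 also: plate controls were DMSO wells for no effect and wells without enzyme for full effect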
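Human LDH5 at 2 nM final in Tris HCl pH 7.4 with 0.06 mM NADH and 0.2 mM pyruvate, reacted 5 minutes at room temperature. Remaining NADH coupled via diaphorase/resazurin; resorufin fluorescence read at 0 and 20 minutes, normalized to enzyme-free and DMSO wells.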
POLB inh: inhibitors of human DNA polymerase beta; Pol beta primer extension/strand displacement, fluorescence kinetic; Potency, µM (titrated, usually from 114 µM), for inactives: top-dose activity change, negative = inhibition, hits mostly inhibitors; actives 1.3% (n = 340,000); AID 485314; also: potency is read from the fitted curve at half-maximal effect; % is scaled to controls: 0 for no effect and ±100 for the full control effect
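Curves were derived by four-parameter Hill fits of normalized qHTS data. The kinetic fluorescent primer-extension read was taken at 0 and 10 min after 50 nM substrate, following a 15 min room-temperature preincubation of 10 nM enzyme with compounds.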
An asterisk follows results filed as active; u = inconclusive; x = not tested or not shown; & = joins results of further samples; [ ] = another dose, or the depositor's remark. Unless noted, calls follow the shape of the dose curve; as a rule, active = well fitted curve in the direction sought with a large enough effect; inconclusive = small, poorly fitted or top-dose-only effect, or another doubt; inactive = no such curve, though single readings can be large; an effect the other way counts as inactive or inconclusive. This is a subset; rates above refer to the full screens.

SMILES | Pol eta inh | 12-LOX inh | ERG-DNA inh | POLK inh | RGS4 inh | Apoferritin bind | APE1 inh | LDHA block | POLB inh
COc1ccccc1NC(=O)Nc1ccnn1Cc1cccs1 | 2% | 0% | -5% | -19% | 35% | -20% | 12% | 0 | 11%
Cc1ccc(C2CC(c3ccccc3Cl)n3nc(N)nc3N2)cc1 (centres undefined) | -19% | 132%[activator] | 0% | -9% | -2% | -8% | 2% | -3 | 4%
Cc1ccc(-n2c(-c3ccccc3)c[n+]3c2CCC3)cc1 | -10% | -19% | 3% | -13% | 10% | -6% | u | -6 | 43%
CCc1nnc2c3ccccc3nc(N3CCN(c4cc(Cl)ccc4C)CC3)n12 | -8% | -15% | 0% | -12% | 22% | -12% | x | -3 | -2%
COc1ccc(CCC(=O)NCc2ccc3c(c2)CCN3C(=O)c2cccc(C)c2)cc1 | 6% | u | 3% | -10%[60.1 µM] | 20% | -2% | x | 2 | -11%
O=C(c1ccco1)N(Cc1ccco1)Cc1cc2ccccc2[nH]c1=O | -15% | 15% | 4% | -20% | 7% | 5% | -15% | -4 | 2%
O=C(CC1Oc2ccc(Cl)cc2NC1=O)NCc1ccccc1 (centres undefined) | 8% | -25% | 5% | -15% | -4% | 4% | x | -10 | 2%
CCN(CC(=O)Nc1ccc(NC(C)=O)cc1)C(=O)c1ccccc1CCc1ccccc1 | -21% | -2% | 10% | -5% | -30% | x | 16% | -2 | x
Cc1oc(-c2ccc(Cl)cc2)nc1CN1CCC(C(=O)N2CCc3ccccc3C2)CC1 | -1% | x | -1% | -16% | 5% | -6% | -7% | -6 | 1%
CCOC(=O)C(CC)/C(C)=N/NC(=O)c1ccccc1[N+](=O)[O-] (centres undefined) | 6% | 19% | x | -3% | 19% | -17% | -6% | -15 | 14%
CCOc1ccc(CCNC(=O)c2cccs2)cc1OCC | 0% | 0% | 2% | -5% | -4% | 0% | 9% | -15 | -8%
O=C(O)CCC(=O)NNc1nc(-c2ccccc2)c2cc(Cl)ccc2n1 | 8% | 40%[activator] | 6% | 2% | 28% | 2% | -1% | -7 | 1%
COc1ccc(-c2cc3ccc(O)c(CN4CCCC4)c3oc2=O)cc1OC | -29% | 4% | 3% | -10%[60.1 µM] | -21% | x | x | 3 | -8%
CC(C)c1ccc(NNC(=O)C2CCC2)cc1 | -13% | u | -5% | 6% | -38% | -15% | 1% | -1 | u
O=C(Cc1ccc([N+](=O)[O-])cc1)OCc1ccc([N+](=O)[O-])cc1 | 1% | 24% | -3% | -8% | 7% | -5% | -13% | -18 | 51%
COc1ccc(-n2cc(-c3ccccc3)nc2SCC(=O)Nc2ccccc2C)cc1 | -18% | -7% | -6% | -3%[60.1 µM] | 2% | 56%[activator] | x | -1 | 12%
O=C(COC(=O)c1ccc(Cl)cc1O)NCCN1C(=O)CSC1=O | -1% | -15% | -6% | -9% | 31% | 6% | -1% | -4 | -18%
CCOc1ccc2nc(NS(=O)(=O)Cc3ccccc3)sc2c1 | -9% | -22% | 4% | -12% | -23% | -4% | 18% | -2 | 16%
COc1ccc(OC)c(N2C(=O)CC(NNC(=O)c3ccc4c(c3)OCO4)C2=O)c1 (centres undefined) | -14% | 3% | 2% | -7% | -18% | x | 19% | 5 | x
C[C@@H](NC(=O)c1nc[nH]c1C(=O)OCc1ccccc1)c1ccccc1 | -12% | 16% | 4% | 12% | 0% | x | 0% | -1 | x
CN1CCN(C(=O)CN(C)S(=O)(=O)c2cc(Cl)ccc2Cl)CC1 | -15% | u | 16% | 8% | -22% | -7% | 17% | -3 | 6%
CN1CCCC(CC2c3ccccc3Sc3ccccc32)C1 (centres undefined) | -16% | -19% | -7% | -12% | 8% | x | 1% | -6 | x
Cc1ccc(-c2cc(C(=O)Nc3ccncc3)c3ccccc3n2)cc1 | -11% | u | 5% | 3% | 7% | x | 4% | -3&11 | x
Cc1c(C(=O)O)oc2c3c(ccc12)OCCO3 | -18% | 34% | 12% | 2% | -3% | -1% | 0% | 1 | 1%
COc1ccc(OC)c(S(=O)(=O)N2CCCC(C(=O)N3CCOCC3)C2)c1 (centres undefined) | -11% | -7% | -5% | -15% | 4% | -5% | -9% | -3 | 3%
CCCCn1c(N)c(N(CCC(C)C)C(=O)C2CC(=O)N(c3ccc4c(c3)OCCO4)C2)c(=O)[nH]c1=O (centres undefined) | -1% | -17% | 8% | -13% | -4% | -17% | 1% | 0 | 20%
COC(=O)C(CC(C)C)NC(=O)c1ccc([N+](=O)[O-])c(C)c1 (centres undefined) | 6% | 0% | 5% | -7% | 10% | -16% | 9% | -12 | -2%
CCOC(=O)c1ccc(NC(=O)CN2CCN(C(=O)c3ccco3)CC2)cc1 | -12% | -18% | -5% | -7% | 20% | -10% | 37% | 1 | 4%
CC1CC(O)(CC(O)(c2ccccc2)c2ccccc2)C(C)CN1C (centres undefined) | -23% | -48% | -2% | -8% | 14% | 4% | 1% | -5 | 15%
O=C(Cn1cc(S(=O)(=O)N2CCN(c3ccccc3F)CC2)c2ccccc2c1=O)NCCCN1CCCCCC1 | -20% | -20% | 0% | -5% | -3% | -9% | 24% | -5 | 0%
COc1ccc(-c2ccc(/C=N/N3C(=O)C4C5C=CC(C6CC56)C4C3=O)o2)c([N+](=O)[O-])c1 (centres undefined) | u | -20% | 5% | -8% | 9% | -20% | -2% | -1 | u
Cn1cc(S(=O)(=O)N2CCCC2)cc1C(=O)O | 22µM* | -8% | 6% | -24% | 4% | x | -36% | 0 | x
Cc1cc(C)c2nc(N3CCN(C(=O)c4cccs4)CC3)sc2c1 | -1% | u | -7% | -1% | 12% | x | -12% | -2 | x
Cc1cccc(Nc2ccc(NCc3ccccc3)nn2)c1 | -5% | 5% | 1% | -15% | 9% | -18% | 3% | 0 | 8%
O=[N+]([O-])c1ccc2nc(CCCO)[nH]c2c1 | -15% | -10% | 7% | 3% | -3% | -7% | -6% | -3 | -6%
O=C(c1ccc[nH]c1=S)N1CCN(S(=O)(=O)c2ccc(Br)cc2Cl)CC1 | -9% | u | -3% | -9% | u | 3% | 18%[12.4 µM] | -6 | 23%
CSc1ccccc1NC(=O)c1cccs1 | -7% | 14% | -4% | -4% | -7% | u | -1% | -9 | 5%
CN1CCN(CCCN(Cc2ccco2)C(=S)Nc2ccc(Cl)cc2)CC1 | -1% | 0% | 6% | -10% | -24% | -9% | 5% | 0 | 4%
COc1ncnc2c1N[C@@](C)(O)c1c(F)c(F)c(F)c(F)c1S2 | -27% | u | 0% | -12% | 21% | u | 3% | -1 | 1%
CCCCn1c(N)c(N(CC(C)C)C(=O)CN(C)S(=O)(=O)c2ccc(NC(C)=O)cc2)c(=O)[nH]c1=O | -13% | -21% | 0% | -4% | 3% | x | 14% | -2 | x
Cn1cnc2c(N/N=C/c3cccs3)ncnc21 | -1% | 228%[activator] | 2% | -11% | 21% | -10% | u | 0 | 4%
COc1cc(-c2cc3n(C)c(C)c(CCC(=O)NC4CCC(C)CC4)c(=O)n3n2)cc(OC)c1OC (centres undefined) | -19% | -17% | 1% | -4%[60.1 µM] | 14% | -9% | x | -1 | -2%
Cc1nc2c(=O)n(C)c(=O)n(C)c2nc1Cl | 1% | -4% | 7% | -11% | -11% | -6% | -1% | 2 | 0%
O=C(N/N=C\c1cc(Br)cs1)c1ccncc1 | -12% | u | -5% | -18% | 2% | -1% | -1% | -11 | -19%

An excerpt from above in order of SMILES length, largest number first.
SMILES | Pol eta inh | 12-LOX inh | ERG-DNA inh | POLK inh | RGS4 inh | Apoferritin bind | APE1 inh | LDHA block | POLB inh
CCCCn1c(N)c(N(CC(C)C)C(=O)CN(C)S(=O)(=O)c2ccc(NC(C)=O)cc2)c(=O)[nH]c1=O | -13% | -21% | 0% | -4% | 3% | x | 14% | -2 | x
O=C(c1ccc[nH]c1=S)N1CCN(S(=O)(=O)c2ccc(Br)cc2Cl)CC1 | -9% | u | -3% | -9% | u | 3% | 18%[12.4 µM] | -6 | 23%
CN1CCN(CCCN(Cc2ccco2)C(=S)Nc2ccc(Cl)cc2)CC1 | -1% | 0% | 6% | -10% | -24% | -9% | 5% | 0 | 4%
Cc1cccc(Nc2ccc(NCc3ccccc3)nn2)c1 | -5% | 5% | 1% | -15% | 9% | -18% | 3% | 0 | 8%
Cc1nc2c(=O)n(C)c(=O)n(C)c2nc1Cl | 1% | -4% | 7% | -11% | -11% | -6% | -1% | 2 | 0%
O=C(N/N=C\c1cc(Br)cs1)c1ccncc1 | -12% | u | -5% | -18% | 2% | -1% | -1% | -11 | -19%
Cn1cnc2c(N/N=C/c3cccs3)ncnc21 | -1% | 228%[activator] | 2% | -11% | 21% | -10% | u | 0 | 4%
CSc1ccccc1NC(=O)c1cccs1 | -7% | 14% | -4% | -4% | -7% | u | -1% | -9 | 5%
